Screens as filed in PubChem.
NOD2 RIPK2 PPI = NOD2-RIPK2 binding disruptors in cells, primary screen, fluorescence, CHO cells, BLA complementation | CCF4 ratio | AID 624267, 2012 | Receptor-interacting serine/threonine-protein kinase 2 (Homo sapiens), O43353 | actives 0.38% (n = 360,000) | inhibition, % at 4.98 µM; in the data active = inhibition above about 21%;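 note: 0% = vehicle only and 100% = reference blocker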
Target sequence (O43353 whole entry, looked up): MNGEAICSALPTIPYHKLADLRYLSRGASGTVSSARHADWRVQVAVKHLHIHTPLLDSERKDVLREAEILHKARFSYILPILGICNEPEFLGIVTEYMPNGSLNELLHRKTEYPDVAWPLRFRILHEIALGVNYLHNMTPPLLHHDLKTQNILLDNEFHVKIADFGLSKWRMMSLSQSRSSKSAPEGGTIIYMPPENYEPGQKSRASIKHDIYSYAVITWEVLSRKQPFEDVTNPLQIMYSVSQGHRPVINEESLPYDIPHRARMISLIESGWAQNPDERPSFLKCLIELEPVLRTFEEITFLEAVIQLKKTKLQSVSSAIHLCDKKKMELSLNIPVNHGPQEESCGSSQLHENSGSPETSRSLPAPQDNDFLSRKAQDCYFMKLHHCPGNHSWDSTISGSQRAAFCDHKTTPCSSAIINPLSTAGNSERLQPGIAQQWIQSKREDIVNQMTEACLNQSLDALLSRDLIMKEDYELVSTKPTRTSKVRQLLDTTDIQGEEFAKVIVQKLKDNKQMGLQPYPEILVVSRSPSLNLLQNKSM
MC4R antag cAMP = MC4R antagonists of cAMP signaling, primary screen, cell-based, TR-FRET, antagonist arm of biased-ligand search. Melanocortin receptor 4 (Homo sapiens), P32245. MC4R-expressing cells, MTII-stimulated cAMP, LANCE TR-FRET. inhibition, % at 6.5 µM. actives 0.48% (n = 360,000);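 active = inhibition above its plate's cutoff, the mean of tested wells on that plate plus 3 SD, cut at about 29% in these data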;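 note: 0% = Melanotan II alone and 100% = Melanotan II plus saturating MCL0020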
Target sequence (P32245 whole entry, looked up): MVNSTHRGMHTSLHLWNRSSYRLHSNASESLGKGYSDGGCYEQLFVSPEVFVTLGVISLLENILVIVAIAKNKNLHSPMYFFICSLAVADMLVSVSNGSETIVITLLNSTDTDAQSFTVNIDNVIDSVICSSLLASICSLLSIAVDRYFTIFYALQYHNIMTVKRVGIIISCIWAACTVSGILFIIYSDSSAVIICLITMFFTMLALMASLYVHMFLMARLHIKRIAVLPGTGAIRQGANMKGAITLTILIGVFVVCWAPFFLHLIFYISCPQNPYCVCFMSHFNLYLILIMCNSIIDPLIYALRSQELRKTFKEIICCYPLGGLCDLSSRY
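System: U2OS-MC4R stable cell line; Technique: Eu-cAMP/anti-cAMP TR-FRET, emission 671 nm; Repeats: single well per compound; Also added: Melanotan II; Dosing: one concentration, 6.5 µM nominal; Schedule: 30-min compound, 1-h challenge, 1-h detection, room temperature.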
Vif imaging = HIV Vif self-association inhibitors, primary screen, imaging, HEK293T, single point. HEK293T cells, Vif self-association by quenched fluorescence, 24 h. inhibition, % at 7.49 µM. actives 0.35% (n = 340,000); in the data active = inhibition above about 50%, passing the limit was not always enough; inconclusive = no clear call, values can overlap the other calls; inactive = below about 31%; note: some results filed as inactive read as strong as hits
ABHD5 PLIN5 PPI = ABHD5-PLIN5 interaction inhibitors, primary screen, cell lysate, split luciferase complementation, luminescence; Perilipin-5 (Homo sapiens) + 1-acylglycerol-3-phosphate O-acyltransferase ABHD5 (Homo …; Split G. princeps luciferase complementation, 4 h; inhibition, % at 4 µM; actives 0.78% (n = 360,000); AID 602281, 2012;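 active = inhibition above the mean inhibition across every tested compound plus 3 SD, cut at about 22% in these data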;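 note: 0% = DMSO only wells and the 100% control is not disclosed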
MC4R ag barr = MC4R agonists recruiting beta-arrestin, primary screen, cell-based, luminescence, agonist arm of biased-ligand search | U2OS MC4R beta-arrestin complementation; percent of melanotan II response, DMSO zero | activation, % at 8.9 µM | actives 0.98% (n = 360,000) | AID 540308, 2011;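 active = activation above a per-plate cutoff, the mean activation of sample wells on that plate plus 3 SD, cut at about 8% in these data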
aDG glyco act = activators of alpha-DG glycosylation, primary screen, uHTS, Pro5-aDG cells, AlphaScreen. alpha-DG glycosylation AlphaScreen (IIH6); 0% Pro5, 100% B10-LARGE cell signal. activation, % at 10 µM. actives 0.22% (n = 360,000). AID 624168, 2012;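 active = activation of at least 8% versus controls, or a plate z-score of at least 8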;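 note: Pro5 are CHO cells carrying HIG-tagged alpha-DG that lacks glycosylation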
Glyco luc inh = increase of ERlucT glycosylation luciferase signal, primary screen, N-linked glycosylation inhibitor project, D54 ERlucT cells, luminescence, set 2 | reporter increase, % at 12.5 µM | actives 0.23% (n = 360,000) | D54 ERlucT glycosylation luciferase reporter, 24 h; percent of 100 nM tunicamycin response | AID 588692, 2011;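 active = mean luciferase reporter signal, scaled so untreated is 0 and the glycosylation-blocking control 100, at or above a set limit in every replicate; inconclusive = mean reaches the limit but not every replicate does; inactive = mean below the limit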;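 note: luciferase carries N-glycosylation sites so blocking glycosylation raises the light; 0% = median of neutral control wells and 100% = median of 100 nM tunicamycin wells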
ABCB6 inh MLPCN = ABCB6 transporter inhibitors, primary screen, K562-ABCB6 cells, flow cytometry, MLPCN library. K562-ABCB6 porphyrin accumulation, 1 h; active compounds read low. ATP-binding cassette sub-family B member 6 (Homo sapiens), Q9NP58. fluorescence ratio to DMSO, % at 10 µM. actives 0.19% (n = 360,000). AID 602162, 2011;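 active = fluorescence ratio to DMSO below 75%, the collection mean minus 3 SD; inconclusive = too few cells collected in the well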;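 note: signal is porphyrin accumulated inside mitochondria; 100% equals median channel fluorescence of DMSO control wells; lower ratio means ABCB6 inhibition with less porphyrin fluorescence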
TLR9-MyD88 inh = inhibitors of TLR9-MyD88 association in cells, primary screen, cell-based, CHO, BLA complementation, fluorescence | inhibition, % at 4.98 µM | CCF4 FRET ratio | actives 0.21% (n = 340,000) | Toll-like receptor 9 (Homo sapiens) + Myeloid differentiation primary response protein …;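 active = inhibition above the mean over all tested compounds plus 3 SD, cut at about 21% in these data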;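 note: 0% = DMSO only wells and 100% = clavulanate BLA inhibitor control wells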
Exocytosis inh = LAMP-1 surface exposure blockers, TALL-104 cells – cell-based, flow cytometry, MLPCN library, primary screen | TALL-104 LAMP-1 surface exposure; cells stimulated with thapsigargin and PMA | inhibition, % at 10 µM | actives 0.66% (n = 360,000) | AID 651702, 2012;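 active = inhibition above about 55%, limit read from the data; inconclusive = no clear call, values can overlap the other calls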
Starred values were filed as active, the others as inactive; ? = inconclusive; nt = no result given. Only part of the results is shown (hit frequency here may not be typical).

No.	molecule	NOD2 RIPK2 PPI	MC4R antag cAMP	Vif imaging	ABHD5 PLIN5 PPI	MC4R ag barr	aDG glyco act	Glyco luc inh	ABCB6 inh MLPCN	TLR9-MyD88 inh	Exocytosis inh
1	Cc1ccc(N)cc1S(=O)(=O)N(C)C	-6	0	13	-1	-1.4	-0.4	-1	94	-10	4
2	CC(NC(=O)C1CC=CCC1C(=O)O)C1CC2CCC1C2 (configuration not stated)	4	0	nt	-2	-1.6	0.0	0	96	-2	-4
3	O=C(/C=C/c1ccco1)NC(=S)Nc1ccccc1O	-12	-8	3	-3	-2.2	-0.4	0	104	nt	-1
4	CC1(C(=O)O)C=CCN1C(=O)c1ccccc1 (configuration not stated)	-4	12	nt	-9	-0.8	0.1	1	93	4	9
5	O=C(NCC[C@@H]1CC[C@@H](NS(=O)(=O)c2ccccc2)[C@@H](CO)O1)c1cc(Cl)cc(Cl)c1	-10	nt	nt	-9	nt	7.7*	nt	nt	nt	-7
6	Cc1ccsc1CN(C)CC(=O)N(C)CC(=O)Nc1c(Cl)cccc1Cl	-3	9	22	-2	1.8	1.1	-1	102	-7	-1
7	O=C(Nc1cccc(C(=O)NC2CC2)c1)c1ccc(F)c(S(=O)(=O)N2CCOCC2)c1	7	15	nt	-1	-2.8	-0.1	0	94	7	-2
8	Nc1cc(S(=O)(=O)Nc2cc(Cl)ccc2Cl)ccc1N1CCOCC1	-5	-4	nt	4	1.5	0.0	0	96	5	-3
9	CCOc1ccc(Cl)cc1CSc1ncn[nH]1	8	1	-10	4	-1.7	0.7	-2	101	-9	-2
10	CN1CCN(CCCNC(=O)Cn2ncc3c4ccccc4n(C)c3c2=O)CC1	-11	3	nt	1	0.1	0.2	3	102	-4	-8
11	CN1CCN(c2ccccc2NC(=O)COc2ccc(C3CCCCC3)cc2)CC1	0	6	0	0	-1.2	0.4	-5	97	11	6
12	Cc1ccc(S(=O)(=O)NC2c3cccc4cccc(c34)C2Sc2nc(C)cc(C)n2)cc1 (configuration not stated)	0	7	-3	-3	-1.5	0.0	-6	98	-7	1
13	O=C(N/N=C/c1cc(Br)ccc1O)c1cccc(N2CCCC2=O)c1	-4	20	2	3	-1.0	0.5	-11	94	12	6
14	CCC1=NN(C(=O)c2ccccc2[N+](=O)[O-])C(O)(c2ccccc2)C1 (configuration not stated)	-2	15	nt	-5	-0.1	-0.2	2	106	2	-1
15	CCOC(=O)C(C)Sc1nnc(Cn2c(=O)sc3ccccc32)n1-c1ccccc1 (configuration not stated)	-22	3	-2	-5	1.8	0.2	-7	93	-3	-4
16	CCS(=O)(=O)N1CCC(C(=O)NC2CCCCCCC2)CC1	5	8	?	1	-1.7	-0.1	0	99	-7	-3
17	COCCn1c(SCc2cnc(-c3ccccc3)s2)nnc1-c1ccncc1	7	0	-9	4	-1.6	0.4	4	92	2	2
18	Cc1cn(CC(=O)NCCN2CCOCC2)c(=O)[nH]c1=O	-7	-1	-3	1	-2.5	-0.4	3	98	-2	0
19	CCS(=O)(=O)c1ccc(O)c(NC(=O)c2cc(-c3ccccn3)nc3ccccc23)c1	-8	5	-5	10	-5.8	0.1	3	98	2	-9
20	COc1ccc(N2CCN(C(=O)c3ccc4c(c3)CCN4S(C)(=O)=O)CC2)cc1	2	6	-4	8	0.1	-0.1	2	95	-6	-3

Looked up by compound from above:
No.	molecule	NOD2 RIPK2 PPI	MC4R antag cAMP	Vif imaging	ABHD5 PLIN5 PPI	MC4R ag barr	aDG glyco act	Glyco luc inh	ABCB6 inh MLPCN	TLR9-MyD88 inh	Exocytosis inh
2	CC(NC(=O)C1CC=CCC1C(=O)O)C1CC2CCC1C2 (configuration not stated)	4	0	nt	-2	-1.6	0.0	0	96	-2	-4
15	CCOC(=O)C(C)Sc1nnc(Cn2c(=O)sc3ccccc32)n1-c1ccccc1 (configuration not stated)	-22	3	-2	-5	1.8	0.2	-7	93	-3	-4
14	CCC1=NN(C(=O)c2ccccc2[N+](=O)[O-])C(O)(c2ccccc2)C1 (configuration not stated)	-2	15	nt	-5	-0.1	-0.2	2	106	2	-1
5	O=C(NCC[C@@H]1CC[C@@H](NS(=O)(=O)c2ccccc2)[C@@H](CO)O1)c1cc(Cl)cc(Cl)c1	-10	nt	nt	-9	nt	7.7*	nt	nt	nt	-7
20	COc1ccc(N2CCN(C(=O)c3ccc4c(c3)CCN4S(C)(=O)=O)CC2)cc1	2	6	-4	8	0.1	-0.1	2	95	-6	-3
3	O=C(/C=C/c1ccco1)NC(=S)Nc1ccccc1O	-12	-8	3	-3	-2.2	-0.4	0	104	nt	-1
7	O=C(Nc1cccc(C(=O)NC2CC2)c1)c1ccc(F)c(S(=O)(=O)N2CCOCC2)c1	7	15	nt	-1	-2.8	-0.1	0	94	7	-2

The results go on:
No.	molecule	NOD2 RIPK2 PPI	MC4R antag cAMP	Vif imaging	ABHD5 PLIN5 PPI	MC4R ag barr	aDG glyco act	Glyco luc inh	ABCB6 inh MLPCN	TLR9-MyD88 inh	Exocytosis inh
21	O=C1CC2(CCN(S(=O)(=O)c3ccccc3)CC2)Oc2ccccc21	0	-1	-9	-4	-1.9	0.4	-5	91	-5	3
22	O=C(CCC(=O)N1CCN(c2cccc(Cl)c2)CC1)N1CCN(c2ccccc2)CC1	3	0	-1	5	0.4	0.0	0	94	6	12
23	Cc1csc(NC(=O)c2ccco2)c1C(=O)c1ccccc1	4	3	3	-3	-0.3	-0.1	-1	133	-1	5
24	CCNc1nc(NCC)nc(SCCOC(=O)Nc2ccc(Cl)cc2Cl)n1	7	26	4	2	8.9*	0.0	1	99	-8	1
25	CC(CCc1ccco1)NC(=O)Nc1cccc(F)c1 (configuration not stated)	4	5	-2	2	0.7	0.3	0	98	9	-1
26	Cc1cccc(NC(=O)CCN2CCN(C)CC2)c1	10	25	7	-2	-0.6	0.0	-1	101	0	-9
27	O=C(COC(=O)c1cc[n+]([O-])cc1)Nc1cccc(F)c1	-9	12	8	3	-1.6	-0.2	0	102	-1	6
28	O=C(C1CCN(S(=O)(=O)c2ccccc2F)CC1)N1CCc2ccccc2C1	0	12	-1	0	-0.4	0.0	-1	100	10	3
29	O=C(c1ccc(Cl)cc1)N(c1ccccn1)C1CCCCC1	-5	1	-3	-6	-1.7	0.0	0	96	-7	0
30	COc1ccc(C2/C(=C(\O)c3ccc4c(c3)OCCO4)C(=O)C(=O)N2CCCN(C)C)cc1 (configuration not stated)	5	4	3	-1	-1.7	0.0	0	90	6	0
31	Cc1c(C(=O)NCc2cccnc2)oc2ccc(S(=O)(=O)N3CC(C)CC(C)C3)cc12 (configuration not stated)	7	5	3	1	-1.0	0.1	1	98	4	-1
32	CCCc1nc2c(c(=O)c3ccccc3n2C)c(=O)n1-c1cc(C)cc(C)c1	1	15	-2	15	3.3	-0.1	3	102	-9	22
33	CC1(c2ccc3ccccc3c2)NC(=O)N(CC(=O)N2CCN(c3ccccc3O)CC2)C1=O (configuration not stated)	-10	-4	-7	8	0.5	0.0	2	96	-17	9
34	CCOC(=O)c1c(-c2ccc(C)cc2)csc1NC(=O)CCSc1nnc2ccccn12	2	6	6	-3	-1.4	2.0	-5	94	-4	-2
35	CCC(CO)Nc1ccn2nc(-c3cccs3)cc2n1 (configuration not stated)	-3	15	-4	3	-0.1	-0.6	-2	95	nt	-5
36	c1cncc(C2Nc3ccccc3-c3nc4ccccc4n32)c1 (configuration not stated)	0	6	-3	5	1.6	0.2	-1	91	-1	24
37	CC(C)[C@H](NC(=O)c1ccc(Cl)cc1Cl)C(=O)OCc1nc2ccsc2c(=O)[nH]1	-4	-4	2	5	-0.9	0.1	1	94	-7	-1
38	COc1ccc(CCNS(=O)(=O)c2cccc3cccnc23)cc1OC	-5	-2	-14	2	-2.8	-0.1	2	96	4	-3
39	Cc1ccc(S(=O)(=O)CCC(=O)c2ccc(O)cc2O)cc1	-4	-11	9	9	0.1	0.2	0	106	-10	104*
40	Cc1ccc(C(=O)NNC(=O)CSc2nnc(-c3ccncc3)n2-c2ccc(C)cc2)cc1	-7	13	-5	9	-0.3	-0.2	2	99	-1	1
41	Cc1ccc(C)c(OCCC(=O)OCC(=O)Nc2cccnc2Cl)c1	-5	3	-1	0	-1.5	4.8	-1	98	-2	3
42	CC(=O)c1ccc(S(=O)c2ccccc2)cc1 (configuration not stated)	-3	5	12	-5	1.4	-0.1	1	99	-2	1
43	CCOC(=O)c1[nH]c2ccccc2c1N=CN(CC)CC	4	3	1	-5	-1.2	0.2	2	92	0	-2
